# From PubChem
# mcGAS lum: inhibitors of mouse cGAS; Q8C6L5; recombinant cGAS, Kinase-Glo ATP depletion luminescence; inhibition, % at 12.5 µM; 160,000 tested, 0.15% active; AID 1259399;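 further: 0% = negative control wells and 100% = reference inhibitor with no enzyme activity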
# hcGAS lum: human cGAS inhibition. 290,000 tested, 0.081% active. recombinant h-cGAS, ATP depletion, Kinase-Glo luminescence. Q8N884. inhibition, % at 12.5 µM. AID 1259398;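 further: 0% = vehicle reaction and 100% = reaction without DNA for no activity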
# Target sequence (Q8N884 whole entry, looked up): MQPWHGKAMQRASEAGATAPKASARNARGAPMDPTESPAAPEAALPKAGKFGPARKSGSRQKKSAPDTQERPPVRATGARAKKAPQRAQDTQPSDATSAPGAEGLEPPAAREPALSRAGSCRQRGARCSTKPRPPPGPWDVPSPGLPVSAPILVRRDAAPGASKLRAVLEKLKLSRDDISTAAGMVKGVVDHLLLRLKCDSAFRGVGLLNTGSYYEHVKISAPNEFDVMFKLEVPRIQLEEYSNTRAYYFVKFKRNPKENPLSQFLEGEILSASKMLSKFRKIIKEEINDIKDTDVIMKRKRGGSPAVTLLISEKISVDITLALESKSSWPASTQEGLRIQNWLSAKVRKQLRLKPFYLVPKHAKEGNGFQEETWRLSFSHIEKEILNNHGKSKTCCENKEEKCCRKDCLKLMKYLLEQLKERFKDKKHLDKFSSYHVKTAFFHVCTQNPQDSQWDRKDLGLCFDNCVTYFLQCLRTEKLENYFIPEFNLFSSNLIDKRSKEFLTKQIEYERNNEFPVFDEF
# NPYLR7 agonist: activates Aedes aegypti NPYLR7 receptor; HEK293T NPYLR7/Galpha15, GCaMP6s calcium fluorescence; activation, % at 10 µM; 270,000 tested, 0.15% active; AID 1259423; in the data active means activation above about 40%;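 further: 0% = vehicle and 100% = reference agonist at the receptor; some compounds past the cut are filed as inactive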
# The depositor's hits bear a star; nt = not tested or not shown; & = joins results of further samples. Unless noted, no stated cut-off is given here; in the data, active means inhibition above about 40%; inactive means the rest.
SMILES | mcGAS lum | hcGAS lum | NPYLR7 agonist
O=C(c1nc2ccc(Cl)cn2c1CNCCN1CCCC(O)C1)N1CCCCCCC1 (stereo not given) | nt | -3 | 8
CN(CCNc1nc(C2CCCC2)nc2c1CNC2)S(C)(=O)=O | -6 | -17 | nt
CCN(C(C)C(=O)c1c(C)c(C(=O)OC)n(C)c1C)S(=O)(=O)c1ccc2ccccc2c1 (stereo not given) | -5 | -2 | 23
COCC(=O)NC(CC(C)C)C1=CCCN(C)C1 (stereo not given) | nt | -1&-6 | 2&19
Cc1cc(F)ccc1NC(=O)CNC(=O)c1c(C)nc2sccn12 | -11 | -4 | 2
CCCc1nn(-c2ccccc2Cl)c(CCC)c1C(=O)NCc1ccncc1 | 2 | 1 | -19
Cc1ccccc1NC(=O)c1cc2ccccc2c(CN2CCOC(C)C2)c1O (stereo not given) | nt | -5 | 8
Cc1cc(C(=O)N2CCN(c3cccc(C(F)(F)F)c3)CC2)n2nc(C(C)(C)C)cc2n1 | -8&-6 | -9&-3 | -7&3
CCN(CC1CCCN(CCc2cccc(F)c2)C1)C(=O)COC (stereo not given) | nt | 0 | 0
CC(C)Oc1ccc(CN2CCN3CCN(C)CC3C2)cc1CO (stereo not given) | -11 | -4 | 5
c1ccc2c(-c3cnc4ccc(NCc5ccncc5)nn34)cccc2c1 | 1 | -3 | -4
CC(C)CCC1(C)NC(=O)N(CC(=O)C=C2N(C)c3ccccc3C2(C)C)C1=O (stereo not given) | nt | -9 | 1
CC(=O)Nc1cccc(-c2ccc(NC(=O)CN)c(F)c2)c1 | nt | -4 | -3
FC(F)(F)CCc1ccnc(NCCc2cccnc2)n1 | nt | -6 | -6
CC(=O)c1c(C)[nH]c(=O)[nH]c1=O | -4 | -5 | 7

# Single records, as listed above. Order of screens: mcGAS lum, hcGAS lum, NPYLR7 agonist
# CCN(CC1CCCN(CCc2cccc(F)c2)C1)C(=O)COC (stereo not given) is listed as nt, 0, 0
# CC(=O)Nc1cccc(-c2ccc(NC(=O)CN)c(F)c2)c1 is listed as nt, -4, -3
# CC(C)Oc1ccc(CN2CCN3CCN(C)CC3C2)cc1CO (stereo not given) is listed as -11, -4, 5
# Cc1cc(F)ccc1NC(=O)CNC(=O)c1c(C)nc2sccn12 is listed as -11, -4, 2
# CC(C)CCC1(C)NC(=O)N(CC(=O)C=C2N(C)c3ccccc3C2(C)C)C1=O (stereo not given) is listed as nt, -9, 1

# Next compounds.
SMILES | mcGAS lum | hcGAS lum | NPYLR7 agonist
O=C(c1ccc2oc(Cc3ccccc3)nc2c1)N1CCCCCCC1 | nt | -2 | 7
N#CC(=Cc1ccc(C=C(C#N)c2nnc3n2CCCCC3)cc1)c1nnc2n1CCCCC2 | nt | -3 | 2
CCc1cc(N2CCN(c3ccccc3Cl)CC2)nc(SCc2ccc(C(=O)O)cc2)n1 | 0 | -2 | -8
COc1ccc(CCn2c(-c3cccs3)nc3c(c(=O)c4ccccc4n3C)c2=O)cc1 | nt | -3 | 8
O=C(Nc1ncccc1OC(F)F)c1cncc(Br)c1 | nt | -6 | 9
CCCCCCCC(=O)N1CCN(c2nc(-c3ccc(Cl)cc3)nc(C)c2C)CC1 | -6 | -8 | 12
C=CCn1c(SCC(=O)OCC)nnc1-c1ccc([N+](=O)[O-])cc1 | -6 | -7 | -4
COc1ccc(-c2n[nH]c(=S)n2-c2ccccc2C)cc1OC | nt | 3 | 4
O=C(COC(=O)CSC1CC(=O)N(c2ccccc2)C1=O)Nc1cc(Cl)ccc1Cl (stereo not given) | -2 | -1 | -3
CC(C)Cc1cc(C(=O)N2CCC(C(Cc3ccccc3)N(C)C(=O)c3ccsc3)CC2)n[nH]1 (stereo not given) | -10 | -5 | 2
O=C(C1CC1)N1CCC(NC(=O)C2(S(=O)(=O)c3ccc(Cl)cc3)CCCC2)CC1 | nt | 6 | -3
COc1ccc(N2C(=O)/C(=C\c3ccc(N(C)C)cc3)SC2=S)cc1 | -6 | -7 | -3
CCc1cc(=O)n(CC(=O)Nc2ccc(OC)c(OC)c2)c(-n2nc(C)cc2C)n1 | -8 | -6 | -2
Cc1ccc(N2CCN(c3ccc(S(=O)(=O)c4ccccc4)nn3)CC2)c(C)c1 | -3 | 2 | nt
CCOC(=O)C1CCN(C(c2ccc(C)cc2)C2Sc3ncnn3C2=O)CC1 (stereo not given) | -1 | 3 | 3
CCn1ccnc1CN1CCCC(CO)(Cc2cccc(OC)c2)C1 (stereo not given) | nt | -8&-9 | 11&9
NC(=O)OCC(O)COc1ccc(Cl)cc1 (stereo not given) | -1 | -1 | -3
O=S(=O)(CCN1CCN(c2ncccn2)CC1)c1cc(Cl)ccc1Cl | nt | -6 | 22
COc1ccc(-c2n[nH]c(=S)n2-c2ccc(Cl)c(Cl)c2)cc1OC | nt | -3 | -4
CCCSCC(=O)N[C@H]1COC[C@H]1Cc1cc(C)no1 | -6 | -8 | nt
CCc1nccn1CCC(=O)NCCC1CCCCN1S(C)(=O)=O (stereo not given) | -7 | -11 | nt
O=C(c1cn(CC2COc3ccccc3O2)nn1)N1CCc2sccc2C1 (stereo not given) | -9 | -7 | 3
Cc1onc(-c2ccccc2)c1C(=O)Nc1cc2cccc([N+](=O)[O-])c2oc1=O | -6 | 0 | -3
COCCNC(=O)Cn1nc2c(c1NC(=O)c1cc(OC)cc(OC)c1)CSC2 | -5 | -4 | -3
Cc1ccc(C)c(N(C)S(=O)(=O)c2ccc3[nH]c(=O)[nH]c(=O)c3c2)c1 | nt | -6 | 10
COc1ccc(/C=C2\SC(=S)N(CC(=O)Nc3nnc(C)s3)C2=O)cc1 | -5 | -3 | -6
Cc1ccc(CC(=O)Nc2c(C)cccc2Cl)cn1 | 10 | 9 | -2
O=C(Cn1nc(C2CC2)c2cnn(-c3cccc(Cl)c3)c2c1=O)c1ccccc1 | nt | -7 | 10
COc1ccc(-c2nnc3ccc(Cl)nn23)c(OC)c1 | nt | -6 | 2
Cc1nnc2c3c4c(sc3ncn12)CCC4 | nt | -2 | 3
NNc1nc(N2CCCCC2)nc(N2CCCCC2)n1 | -6 | -1 | 17
Cn1ccnc1CNC(=O)NCC1(CN2CCOCC2)CCCCC1 | nt | -5 | -1
Fc1cccc(CN2CCN(Cc3ncc[nH]3)CC2)c1 | -14 | -2 | -2
CC(C)c1cc(N(C)Cc2ccccc2)nc(SCc2ccc(C(=O)O)cc2)n1 | -7 | -7 | 10
COc1ccccc1CSc1nnc(Cc2ccccc2)n1-c1ccc(C)cc1 | -10 | -7 | nt
CCCCc1ccc(NC(=O)c2sc3ccc(OC)cc3c2Cl)cc1 | -4 | -6 | 22
CCCCCn1cnc2c1c(=O)[nH]c(=O)n2CCCC | -5 | -9 | 0
O=C(NCC1CCCO1)c1cccnc1N1CCN(C(=O)c2ccc(-c3ccc(F)c(F)c3)s2)CC1 (stereo not given) | 2 | 5 | 0
CCOC(=O)c1c(C)nn(-c2ccc(C(=O)NC3CCC(C(C)(C)C)CC3)cc2)c1C (stereo not given) | 2 | -4 | -9
CC(C)Cc1nnc(NC(=O)c2ccccc2Cl)s1 | -8 | -11 | 5
O=c1[nH]c(NCC(O)c2ccc(OC(F)F)cc2)nc2ccccc12 (stereo not given) | nt | 5 | 7
CCCc1cc(C(=O)OCC)c(NC(=O)CCC(=O)OCC)s1 | 0 | 1 | -9
CCN1CCN(c2ccc(CNC(=O)c3ccccc3F)cn2)CC1 | nt | -7 | 4
Cc1c(Cl)cc(C(C)C)c(O)c1CN1C(=O)c2ccccc2C1=O | nt | -6 | -11
N#CC(=C1NS(=O)(=O)c2ccccc21)c1nc2ccccc2[nH]1 | nt | -1 | 8
O=C(O)c1cccc(S(=O)(=O)N2CCc3ccc(Cl)cc32)c1 | -15 | -7&-9 | 2&15
COC(=O)NC1CCN(c2ccccc2C(=O)N2CCN(c3ccccn3)CC2)CC1 | -6 | -7 | 1
CCOC(=O)C1(C/C=C/c2ccccc2)CCCN(C(=O)CCc2cnccn2)C1 (stereo not given) | -8 | -5 | -4
Cc1ccc(C(C)C)cc1OC(C)C(=O)Nc1nncs1 (stereo not given) | nt | -16 | 0
O=C(/C=C/c1cccc(F)c1)N1CCC(n2c(Cc3ccccc3)nc3ccccc32)CC1 | -8 | -5 | -6
CCc1cccc2c(C(CC(=O)NCCN3CCCC3)c3ccc4c(c3)OCO4)c[nH]c12 (stereo not given) | -7 | -3 | 4
O=S1(=O)CCN2C=C(Cc3cc(Cl)ccc3Cl)SC2=N1 | nt | -5 | 3
CC(C)C(NC(=O)c1ccccc1Cl)c1nc(-c2cccnc2)no1 (stereo not given) | -11 | -6 | 0
COc1cccc(C2NCCCn3cccc32)c1O (stereo not given) | nt | 5 | -5
CCN(C(=O)Nc1c[nH]c2ccccc12)c1cccc(C)c1 | -11 | -8 | 5
OCC1CCCCN1CCn1ccnc1-c1cc2c(cc1Cl)OCO2 (stereo not given) | -6 | 0 | 2
Cc1ccccc1C(=O)N1CCN(c2cc(Oc3ccc(Cl)cc3)ncn2)CC1C (stereo not given) | -5 | -6 | 9
Cc1cccc2sc(N(CCCN(C)C)C(=O)CN3C(=O)CCC3=O)nc12 | -6 | -1 | 3
Cc1ccc(N2CC(C)Cn3c2nc2c3c(=O)n(CCN3CCOCC3)c(=O)n2C)cc1C (stereo not given) | nt | -12 | 26
Cc1ccc(C(=O)Nc2ccc(CNC(=O)NC(C)C)cc2)cc1[N+](=O)[O-] | -4 | -10 | -7

# Additional results follow.
SMILES | mcGAS lum | hcGAS lum | NPYLR7 agonist
O=C(CCC(=O)N1CCCCC1CCc1cccc(O)c1)NC1CCCC1 (stereo not given) | nt | 4 | -4
Cc1ccc(NC(=O)c2cccn(OCc3ccccc3F)c2=O)cc1F | -2 | 2 | 4
CCOc1ccccc1C(=O)N1[C@@H](c2ccccc2)[C@@H](C(=O)O)C[C@]12CCCCN(CCO)C2=O | 1 | 3 | 3
CC(C)CN(CCC#N)CC(=O)c1ccc[nH]1 | nt | -12 | -2
Cc1ccc(Nc2nc(N)nc(COC(=O)C(C)Sc3ccccc3)n2)cc1 (stereo not given) | nt | 2 | 1
COC(=O)c1ccc(C2CCN(C(=O)CN3C(=O)C(CC(C)C)NC(=O)c4ccccc43)CC2)cc1 (stereo not given) | nt | 0 | 2
N#CC1(c2ccccc2)CCC2(CC1)N=C(N)Nc1nc3ccccc3n12 (stereo not given) | nt | -2 | 0
O=C(Nc1cccc(O)c1)c1cnn2c1NC(c1cccs1)CC2C(F)(F)F (stereo not given) | -4 | -5 | 4
Cc1ccsc1[C@@H]1CCN(C(=O)Cn2[nH]c(=O)ccc2=O)C[C@H]1O | -10 | -7 | 0
CCCN(CC1COc2ccccc2O1)C(=O)c1cnc(CC)[nH]1 (stereo not given) | nt | 2 | -3
CCOC(=O)N1CCN(C(=O)CSc2ncnc3c2nnn3Cc2ccc(F)cc2)CC1 | -1 | -5 | 2
CCOC(=O)N1CCc2nc(NC(=O)c3cc(Cl)sc3Cl)sc2C1 | -12 | -5 | -10
Cc1cc(C)n(-c2ccc(Nc3ccc(NC(=O)C4CCCC4)cc3)nn2)n1 | -6 | -4 | -2
Cc1occc1C(=O)Nc1cccc(C#Cc2cccs2)c1 | -8 | -8 | 3
CNCCCN1C(=O)C(C)SC1c1sccc1C (stereo not given) | -6 | -4 | 0
CCN(CC)c1onc(-c2ccc(F)cc2)c1CN(Cc1ccc2c(c1)OCO2)CC(O)COC (stereo not given) | -3 | -5 | -1
Brc1cc(CNc2cccnc2N2CCCC2)cs1 | nt | -9 | 7
O=C(c1cc(CCc2ccccc2)no1)N1CCCC1c1nc2ccccc2s1 (stereo not given) | -3 | -5 | -4
CS(=O)(=O)Oc1ccc(CN(Cc2ccco2)C(=O)Nc2ccc(C(F)(F)F)cc2)cc1 | -5 | -3 | 15
Fc1ccc(-c2cnc3ccccc3n2)cc1 | -6 | 3 | 2
COC[C@@]12CN(C(=O)NCc3ccccc3)C[C@@H]1C(C)(C)COc1ccc(OC)cc12 | -3 | -5 | 1
CC(C)CCn1c(CN2CCCCC2C)nc2c1c(=O)n(C)c(=O)n2C (stereo not given) | -6 | -6 | 3
Cc1ncc(CO)c(CN(C)Cc2nc(C3CC3)no2)c1O | -14 | -11 | nt
O=C(Nc1ccc(F)c(Cl)c1)N1CCN(c2ccc3nnc(C4CC4)n3n2)CC1 | -8 | -4 | 0
O=C1CN(C(=O)C2CCC2)CC(O)CN1Cc1cccs1 (stereo not given) | -5 | 4 | 21
CC(C)(C)c1cc2nc(-c3ccccc3F)cc(C(=O)N3CCN(c4ccccc4Cl)CC3)n2n1 | -7&-7 | -2&-5 | 22&-8
CCCCc1ccc(-c2ccc(-n3cncc3C(=O)NCCC3=CCCCC3)cc2)cc1 | -7 | -8 | 3
CCCCCC=CCC1CC(=O)N(C2CCN(Cc3cccnc3)C2)C1=O (stereo not given) | 1 | 1 | -11
Cc1nc(=O)[nH]c(C)c1CCC(=O)N1[C@@H]2CC[C@H]1CN(C)C(=O)C2 | nt | -6 | -2
COc1ccc(-c2cccc(-c3noc(C)n3)c2)c(OC)c1OC | nt | -6 | 1
OC1(c2ccc(-c3cccc4ccnn34)cc2)CCNCC1 | -4 | 1 | -4
O=C(COc1coc(CN2CCc3ccccc32)cc1=O)NCCc1ccccc1 | -7 | -4 | 2
O=C(Nc1ccc(F)cc1)C1=CC(=O)N2CCN=C2S1 | nt | -5 | 0
COc1ccc(NC(=O)N(C)C(C)c2ccc(F)cc2)cc1Cl (stereo not given) | -1 | -6 | 3

# Random excerpt: three entries already listed
SMILES | mcGAS lum | hcGAS lum | NPYLR7 agonist
Cc1occc1C(=O)Nc1cccc(C#Cc2cccs2)c1 | -8 | -8 | 3
Cc1ncc(CO)c(CN(C)Cc2nc(C3CC3)no2)c1O | -14 | -11 | nt
CCc1cc(N2CCN(c3ccccc3Cl)CC2)nc(SCc2ccc(C(=O)O)cc2)n1 | 0 | -2 | -8
